ssDAF-12 act – S. stercoralis DAF-12 nuclear receptor activators, primary screen, cell-based, luminescence, HEK293, GRIP1 co-expression, lit1-tk-luc; AID 652126, 2013; 370,000 tested, 1% active; HEK293 ssDAF-12/GRIP1 lit1-tk-luc reporter; % of 3 µM dafachronic acid response; Nuclear hormone receptor DAF-12 (Strongyloides stercoralis); activation, % at 6.8 µM;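 active = activation above the mean over all tested compounds plus 3 SD, cut at about 0.9% in these data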;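 note: 0% = DMSO-only wells and 100% = 3 µM delta7-dafachronic acid wells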
hgDAF12 agonist – H. glycines DAF-12 receptor agonists, primary screen, cell-based, luminescence, HEK293, GAL4 fusion, UAS-luciferase; AID 687014, 2013; activation, % at 6.8 µM; HEK293 GAL4-hgDAF12 UAS-luciferase reporter, agonist luminescence; normalized to butyrate control; 370,000 tested, 1.8% active;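 active = activation above a cutoff set at the mean of all screened compounds plus 3 SD, cut at about 10% in these data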;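 note: 0% = DMSO wells and 100% = sodium butyrate wells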
NR1D1 modulator – modulators of Rev-erb alpha DNA binding, primary screen, biochemical, FITC-DNA, fluorescence polarization, uHTS; activity, % at 10 µM; 370,000 tested, 0.79% active; AID 1259318, 2017; Nuclear receptor subfamily 1 group D member 1 (Homo sapiens), P20393; Rev-erbα–FITC-DNA binding, 90 min;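 active = activity above about 14%, limit read from the data; passing the limit was not always enough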;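 note: 0% = DMSO wells with 35 nM protein and 100% = DMSO wells with 750 nM protein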
Target sequence (P20393 whole entry, looked up): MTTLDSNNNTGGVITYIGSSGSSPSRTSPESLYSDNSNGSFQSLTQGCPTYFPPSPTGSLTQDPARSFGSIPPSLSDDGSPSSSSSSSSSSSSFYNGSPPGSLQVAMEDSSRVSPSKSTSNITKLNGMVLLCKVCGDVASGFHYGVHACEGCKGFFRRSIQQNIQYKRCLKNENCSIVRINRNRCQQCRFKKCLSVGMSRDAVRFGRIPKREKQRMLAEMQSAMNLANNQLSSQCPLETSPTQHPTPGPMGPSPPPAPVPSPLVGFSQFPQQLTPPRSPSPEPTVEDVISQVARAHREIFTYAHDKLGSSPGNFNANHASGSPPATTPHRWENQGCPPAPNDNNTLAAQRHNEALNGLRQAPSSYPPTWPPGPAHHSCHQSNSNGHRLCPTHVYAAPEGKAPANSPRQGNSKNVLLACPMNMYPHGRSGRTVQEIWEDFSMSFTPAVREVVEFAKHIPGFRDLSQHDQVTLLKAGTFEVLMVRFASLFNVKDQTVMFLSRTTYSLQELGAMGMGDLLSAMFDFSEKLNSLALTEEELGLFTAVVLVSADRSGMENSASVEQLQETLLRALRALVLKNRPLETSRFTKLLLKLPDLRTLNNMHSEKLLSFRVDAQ
FXN GAA850 act – FXN promoter activators, primary screen, cell-based, luciferase luminescence, HEK293 lucGAA850; AID 540364, 2011; 360,000 tested, 0.56% active; HEK293 lucGAA850 FXN promoter luciferase reporter, 24 h; percent of 10 µM SAHA response; activation, % at 6 µM;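 active = activation above the average of all compounds screened plus 3 SD, cutoff fixed separately per campaign, cut at about 7.5% in these data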;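 note: 0% = DMSO wells and 100% = 10 µM SAHA wells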
PG9 Ab binder – binders of HIV-1 gp120 antibody PG9, primary screen, biochemical, TR-FRET; HIV-1 gp120 / PG9 antibody interaction; TR-FRET gp120-PG9 antibody binding; inhibition, % at 6.7 µM; 360,000 tested, 0.43% active; AID 624416, 2012; in the data active = inhibition above about 8.5%
DAX1 inh-1 – DAX1 (NR0B1) inhibitors on StAR promoter, primary screen, cell-based, luminescence, SF-1 (NR5A1), full-length DAX-1. inhibition, % at 6.8 µM. 370,000 tested, 1.1% active. HEK293T StAR-luciferase reporter, SF-1/DAX-1 repression relief. AID 652010, 2013;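 active = inhibition above the mean over all tested compounds plus 3 SD, cut at about 3.6% in these data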;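 note: 0% = DAX-1 cells with DMSO and 100% = cells lacking DAX-1 with DMSO; higher inhibition means more luminescence from relief of DAX-1 repression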
PLC-beta3 inh – human PLC-beta3 inhibitors, primary screen, biochemical, fluorescence; 1-phosphatidylinositol 4,5-bisphosphate phosphodiesterase beta-3 (Homo sapiens), Q01970; Purified PLC-beta3, fluorogenic substrate; inhibition, % at 12.2 µM; 370,000 tested, 0.18% active; AID 720704, 2013; in the data active = inhibition above about 11%;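 note: 0% = median of compound wells on plate and 100% = full blocker control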
DAX1 inh-2 – DAX1 (NR0B1) inhibitors, primary screen, cell-based, HEK293, Gal4-DAX1, luciferase luminescence; Nuclear receptor subfamily 0 group B member 1 (Homo sapiens), P51843; HEK293 Gal4-DAX1 luciferase reporter; inhibition, % at 6.75 µM; 340,000 tested, 0.99% active; AID 504766, 2011;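 active = inhibition above the mean over all tested compounds plus 3 SD, cut at about 4.2% in these data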;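 note: 0% = DAX1-transfected cells with DMSO and 100% = empty-vector control cells with DMSO; inhibition shows as a rise in luminescence from relieved DAX1 repression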
Target sequence (P51843 207-470 limits assumed): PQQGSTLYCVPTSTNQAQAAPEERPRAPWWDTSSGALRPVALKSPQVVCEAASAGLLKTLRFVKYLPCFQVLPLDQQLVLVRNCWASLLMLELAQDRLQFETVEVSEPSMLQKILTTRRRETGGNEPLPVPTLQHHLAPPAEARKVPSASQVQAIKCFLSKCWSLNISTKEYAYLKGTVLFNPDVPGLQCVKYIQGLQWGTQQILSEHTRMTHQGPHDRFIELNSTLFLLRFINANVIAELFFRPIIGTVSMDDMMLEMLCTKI
SMARCA2 activ – SMARCA2 (BRM) function activators, primary screen, cell-based, luminescence, high throughput. MG213 cells, MMTV-luciferase reporter, dexamethasone, overnight. activation, % at 9.1 µM. 370,000 tested, 1% active; in the data active = activation above about 7.8%;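 note: 0% = vehicle wells and 100% = reference activator wells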
sPLA2-III inh – human group III sPLA2 inhibitors, primary screen, biochemical, QFRET, BODIPY PC-A2 liposome substrate | Group 3 secretory phospholipase A2 (Homo sapiens), Q9NZ20 | QFRET BODIPY PC-A2 liposome hydrolysis, fluorescence | inhibition, % at 12.2 µM | 370,000 tested, 0.56% active;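 active = inhibition above mean plus 3 SD of compounds lying within the high and low control bounds, cut at about 19% in these data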;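 note: 0% = median of test compound wells and 100% = no enzyme DMSO wells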
hcDAF12 agonist – H. contortus DAF-12 nuclear receptor activators, primary screen, cell-based, luminescence, HEK293, lit1-tk-luc reporter. 370,000 tested, 1.4% active. HEK293 hcDAF-12 lit1-tk-luc reporter; 0% DMSO, 100% Δ7-dafachronic acid. activation, % at 6.8 µM;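 active = activation above the mean of all tested compounds plus 3 SD, cut at about 5.5% in these data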;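 note: 100% = response to 3 µM Δ7-dafachronic acid high control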
Numbers without * were called inactive; / = not tested or not shown. No enrichment for hits (roughly 7% active in at least one column).

SMILES | ssDAF-12 act | hgDAF12 agonist | NR1D1 modulator | FXN GAA850 act | PG9 Ab binder | DAX1 inh-1 | PLC-beta3 inh | DAX1 inh-2 | SMARCA2 activ | sPLA2-III inh | hcDAF12 agonist
COc1ccc(OC)c(NC(=O)CCCNC(=O)Cn2cnc3sc(C)c(C)c3c2=O)c1 | -1.4 | -0.9 | 6.9 | -1.2 | -0.8 | -0.3 | -1.3 | -0.1 | -1.8 | 8.0 | -0.8
CC(Oc1ccc(C(C)(C)C)cc1)C(=O)NCC(c1ccco1)N1CCCC1 (configuration not stated) | -1.1 | 1.1 | 8.2 | 8.4* | 0.0 | -0.7 | -9.0 | -0.5 | -3.0 | 3.9 | -0.7
COc1ccc(C(=O)N2CCCC(Nc3ccc(C)c(C)c3)C2)c(OC)n1 (configuration not stated) | -1.0 | -0.7 | 3.6 | 0.9 | -3.7 | -1.5 | -6.5 | 0.7 | -0.2 | 3.6 | -0.3
Cc1ccccc1Cn1cc(NC(=O)c2cc(-c3cccs3)on2)cn1 | -1.9 | 0.7 | 19.8* | 6.4 | 5.3 | -2.5 | 2.0 | -0.7 | -3.5 | -5.1 | -2.7
O=C(COc1cccnc1[N+](=O)[O-])NCCc1ccc(Cl)cc1Cl | -1.5 | 0.6 | -2.0 | 2.3 | 1.4 | 0.2 | -4.6 | 0.0 | -3.1 | -3.5 | -0.6
CN1CC(COCc2ccccc2)Oc2ccccc2S1(=O)=O (configuration not stated) | -0.8 | -1.4 | -6.8 | -0.3 | -1.0 | 0.1 | -1.1 | -0.2 | -2.9 | -1.1 | -1.0
c1ccc(-n2nnnc2-n2ccnc2)cc1 | -1.1 | -0.1 | -4.2 | -0.3 | 0.0 | 0.6 | 3.3 | -0.3 | -2.9 | -3.1 | -1.5
CCOc1ccc(NC(=O)C2CCCN(S(=O)(=O)c3c(C)noc3C)C2)cc1 (configuration not stated) | -0.1 | -0.3 | -2.3 | 0.0 | -2.0 | 0.0 | -3.8 | 0.4 | -2.9 | 9.5 | 3.1
CCN(CC)C(=O)C1=C(C)N(CCC2=CCCCC2)C(=O)C(CC(=O)NCCCCc2ccccc2)C1 (configuration not stated) | -0.8 | -1.2 | -1.2 | -2.6 | -1.5 | -0.6 | 0.3 | 0.9 | -0.8 | 1.2 | 0.1
O=S(=O)(c1cccc2ccccc12)N1CCCCC1 | -1.1 | -0.3 | -1.4 | -0.3 | -2.1 | 1.1 | -7.1 | -0.4 | -3.3 | -1.2 | -0.3
Cc1ccc(C(=O)NC(=S)Nc2ccc(-c3ccc(CO)o3)cc2)cc1 | -1.8 | -0.2 | -6.2 | 0.6 | -1.4 | -1.6 | -19.6 | -0.9 | -4.6 | 9.4 | -0.7
COc1ccc(CNC(=O)CSc2nnc(C)c(=O)[nH]2)cc1 | -0.9 | -0.5 | 1.1 | 2.7 | -1.1 | 0.6 | -8.4 | 1.1 | -0.7 | -2.4 | -1.4
COc1ccccc1CNC(=O)c1ccc(OC(C)C)cc1 | -1.4 | 3.5 | 3.0 | 4.0 | -0.8 | -0.5 | -1.3 | -0.6 | 1.9 | 12.1 | -3.3
CC1=C(C)CC(C(=O)Nc2ccc(C(=O)N3CCOCC3)cc2)C(C(=O)O)C1 (configuration not stated) | -1.3 | 5.4 | -2.4 | 2.3 | -1.0 | -0.7 | -1.6 | 0.7 | 1.1 | 1.3 | 0.1
Cc1ccc(Cl)cc1N1CCN(C(=S)NCCc2ccccc2)CC1 | -1.2 | -0.9 | 0.1 | 0.1 | -2.0 | -0.4 | -2.0 | -0.4 | -4.6 | 4.6 | -1.3
O=C(CSc1ncn(-c2ccccc2)n1)Nc1nc2ccccc2s1 | -0.8 | -1.2 | -5.9 | 1.1 | 1.0 | 0.0 | -5.2 | -1.9 | -1.8 | -26.4 | 1.1
COc1ccccc1CC(NC(C)=O)C(=O)NC1CCN(S(=O)(=O)c2ccc(NC(C)=O)cc2)CC1 (configuration not stated) | -0.9 | 0.3 | -5.1 | 1.4 | -1.3 | -0.2 | -7.4 | -0.4 | -2.8 | -1.4 | 0.7
COc1ccc(C(=O)CSc2nnc(CN3CCCCC3)n2-c2ccc(Cl)cc2)cc1OC | -1.1 | -1.3 | -2.4 | -0.2 | -2.5 | -0.1 | 2.3 | -1.0 | -0.6 | -56.1 | -0.2
Cc1ccc(-c2cc(C(F)(F)F)n3nc(C(=O)NCCCn4ccnc4)cc3n2)cc1C | -1.7 | 0.1 | -4.1 | -3.2 | 0.6 | -0.7 | -143.6 | -2.3 | -4.4 | -11.2 | -1.5
Cc1ccc(COc2cccc3c2CCN(Cc2ccc(F)cc2)C3=O)cc1 | -2.3 | -2.8 | 6.2 | -0.6 | 0.1 | -2.2 | -3.8 | -1.1 | -5.4 | -19.0 | -3.8
Cc1cc2cc(CCNC(=O)c3ccc(Br)o3)c(=O)[nH]c2cc1C | -0.9 | -0.5 | 5.0 | -1.4 | -1.5 | 0.6 | -7.7 | -0.5 | 0.6 | 0.1 | 0.7
O=C1[C@H]2[C@@H](c3ccc(F)cc3)N3C(=O)N(c4ccccc4)C(=O)[C@@]3(Cc3ccc(Cl)cc3)[C@H]2C(=O)N1C1CCCCC1 | -1.3 | 2.0 | 4.8 | 10.7* | -2.8 | 0.8 | 1.6 | -0.8 | 1.2 | 5.9 | 0.1
Cc1noc(C)c1CSCC(=O)N(C)CC(=O)Nc1ccccc1Cl | -1.0 | -1.2 | -1.2 | 1.7 | -2.5 | -0.9 | -5.8 | 0.3 | -1.6 | 5.6 | 0.9
CN(CC(=O)NCc1cccnc1)S(=O)(=O)c1ccc2c(c1)c(=O)n(C)c(=O)n2C | -0.8 | 0.3 | -3.8 | 0.0 | -1.3 | -0.6 | 2.6 | -0.2 | -1.6 | 5.1 | -1.4
CCOc1cc(/C=C(\C#N)C(N)=O)ccc1OS(=O)(=O)c1ccccc1 | -0.2 | -0.7 | -2.4 | 1.4 | -0.7 | -0.3 | 3.7 | -0.3 | -0.6 | 0.8 | -0.8
Cc1cccc(OC(C)C(=O)Nc2ccc3c(c2)OCCO3)c1 (configuration not stated) | -0.4 | -2.2 | 3.5 | -0.7 | 0.9 | -1.2 | -5.3 | -0.1 | -0.5 | 3.2 | 0.8
CC1CN(C(=O)NCc2ccccc2)c2cc(Cl)ccc2O1 (configuration not stated) | -1.4 | -1.9 | -1.0 | 1.0 | 1.9 | 0.0 | -8.6 | 0.1 | -1.5 | 7.3 | -1.9
COC(=O)c1cc2ccsc2n1CC(=O)N1CCCc2ccccc21 | -0.6 | -0.3 | 1.4 | -3.7 | -1.2 | -0.2 | 0.7 | -0.4 | 2.8 | -5.5 | 1.0
CCc1ccc(N2C(=O)Nc3ccc(Br)cc3C2(O)C(=O)NCCN(C)C)cc1 (configuration not stated) | -1.4 | -0.7 | -5.4 | 3.0 | 0.1 | -0.4 | -1.3 | -0.3 | -4.5 | 19.8* | 0.5
Nc1nc(SCc2ccc([N+](=O)[O-])cc2)c2ncn(C3OC(CO)C(O)C3O)c2n1 (configuration not stated) | -0.5 | -0.4 | 0.3 | 1.7 | -1.1 | -0.1 | 0.7 | -0.7 | 0.1 | -5.0 | -0.7
Cc1ccc(S(=O)(=O)NC(CC(C)C)C(=O)NCCCn2nc(C)cc2C)cc1 (configuration not stated) | -0.8 | -2.5 | 8.6 | 2.1 | 1.4 | 0.1 | -2.6 | -0.3 | -2.0 | 4.6 | -1.7
Cc1cccc(NC(=O)CN(C)S(=O)(=O)c2cccc3cccnc23)c1C | -0.6 | -1.8 | 4.3 | 1.8 | -0.9 | -0.2 | -6.4 | 1.7 | -2.6 | 2.0 | -0.7
CCOC(=O)c1c(NC(=O)c2cccnc2Cl)sc(C(=O)N(C)C)c1C | -2.1 | -3.6 | -6.2 | 10.2* | -1.8 | -0.4 | -30.1 | -0.9 | -1.8 | 14.6 | -2.9
CCCc1nc2c(C)cc(Br)cn2c1Cc1cccc(F)c1 | -0.1 | 5.3 | -2.7 | / | 0.4 | 1.1 | -6.3 | / | -0.7 | -10.7 | 0.8
CCNC(=O)C1(C)CCCN(C(=O)C2(c3ccc(Cl)cc3)CCCC2)C1 (configuration not stated) | -1.1 | -3.6 | 2.6 | 0.7 | 0.3 | -0.3 | 10.2 | / | -3.6 | 7.3 | -1.6
COc1ccccc1NC(=O)CCS(=O)(=O)c1ccc2c(c1)oc(=O)n2C | -0.2 | -1.7 | -0.4 | -0.1 | 0.0 | -1.1 | -1.6 | -0.1 | -1.2 | 3.3 | 1.1
Cc1oc2cc(Br)c(O)c(Br)c2c1C(=O)c1ccccc1 | -1.2 | -0.8 | -0.2 | 0.8 | -1.6 | 0.3 | -10.1 | -0.3 | 4.7 | -6.2 | -2.0
O=C(CN(Cc1ccco1)C(=O)CNS(=O)(=O)c1ccccc1)NC1CCCCC1 | -1.1 | -0.7 | 1.2 | -0.1 | 0.5 | -0.6 | 3.8 | -0.6 | 0.2 | -4.4 | -1.6
CN1C[C@]2(C=C3CCCCC3n3c(=O)n(-c4ccccc4)c(=O)n32)N(C(=O)OCc2ccccc2)C1=NC(=O)c1ccccc1 (some centres not stated) | -0.6 | -1.0 | -2.4 | / | / | -1.6 | 3.2 | / | -2.2 | -3.9 | -1.6
O=C(Cc1nc2ccccc2[nH]c1=O)c1ccccc1 | 1.2* | 11.2* | 6.5 | 8.8* | -3.7 | 1.9 | -37.2 | 1.4 | -0.7 | 7.5 | 8.1*
O=C(Nc1c(-c2cccs2)nc2ccccn12)c1ccccc1F | -1.8 | -0.7 | -3.2 | -2.1 | -1.5 | -0.8 | -5.3 | -1.5 | -3.1 | 0.1 | -1.3
CC(=O)c1ccc(N2CCN(C(C)C(=O)NC3CCCc4ccccc43)CC2)cc1 (configuration not stated) | -1.8 | -2.8 | 3.4 | 3.6 | -0.5 | -0.7 | -0.9 | -1.0 | -2.1 | 4.8 | -2.9

Source: PubChem BioAssay (several laboratories)
